PMI act – activators of human phosphomannose isomerase; activation factor at 20 µM; purified human PMI, coupled resazurin fluorescence, 20 min; stronger effect = higher value; 1 = vehicle control, 0 substrate-free wells; AID 1214; P34949; 190,000 compounds, 0.005% hits;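 active = activation factor of 2 or more at 20 µM, relative to plate controls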
PPARg SRC-1 ag – promotes SRC-1 coactivator recruitment by human PPARgamma | activation, % at 8 µM | PPARgamma-SRC-1 coactivator recruitment biochemical assay | 200,000 compounds, 0.41% hits | P37231 | AID 631; in the data active = activation above about 19%;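 also: 0% = DMSO and 100% = reference agonist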
Target sequence (P37231 whole entry, looked up): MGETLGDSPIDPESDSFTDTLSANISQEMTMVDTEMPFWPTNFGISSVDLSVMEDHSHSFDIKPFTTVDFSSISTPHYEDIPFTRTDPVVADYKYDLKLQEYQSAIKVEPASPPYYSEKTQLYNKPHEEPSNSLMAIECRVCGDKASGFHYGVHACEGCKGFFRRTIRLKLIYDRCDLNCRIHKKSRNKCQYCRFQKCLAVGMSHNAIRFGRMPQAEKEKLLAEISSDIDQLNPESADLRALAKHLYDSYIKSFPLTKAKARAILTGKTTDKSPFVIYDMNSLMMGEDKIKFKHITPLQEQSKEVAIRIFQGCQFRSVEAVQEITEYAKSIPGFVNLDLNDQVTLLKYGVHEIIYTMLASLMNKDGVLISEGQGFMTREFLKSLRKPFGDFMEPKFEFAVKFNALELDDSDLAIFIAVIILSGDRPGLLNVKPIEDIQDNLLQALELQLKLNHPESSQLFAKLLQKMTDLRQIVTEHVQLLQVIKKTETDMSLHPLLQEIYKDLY
Diaph act CS – counter-screen for diaphorase-based assays: diaphorase activators and chemical reducers; Diaphorase/resazurin coupled assay, resorufin fluorescence, 16 min; stronger effect = higher value; 1 = vehicle wells, 0 = NADH-free wells; activation factor at 20 µM; 190,000 compounds, 0.005% hits; AID 1229;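 active = diaphorase activity raised at least twofold by the compound at 20 µM; inactive = activation factor below 2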
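Material: bacterial diaphorase enzyme (C. kluyveri); amount: enzyme 0.07 U/mL final; reagent: NADH substrate 0.114 mM plus resazurin dye 0.1 mM, final; doses: single compound dose of 20 µM, 1% DMSO final; timing: 16 min enzyme reaction, ambient temperature; measured by: fluorescence of resorufin, 544 nm excitation, 590 nm emission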
PPARg SRC-3 ag – agonists of human PPARgamma SRC-3 coactivator recruitment; activation, % at 8 µM; AID 731; P37231; biochemical PPARgamma/SRC-3 coactivator recruitment assay; 200,000 compounds, 0.26% hits; in the data active = activation above about 23%;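 also: 0% = DMSO and 100% = reference agonist; some compounds past the cut are filed as inactive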
PPARg SRC-2 ag – PPARgamma-driven SRC-2 recruitment agonism; PPARgamma LBD-SRC-2 recruitment, biochemical; activation, % at 8 µM; 200,000 compounds, 0.34% hits; in the data active = activation above about 22%;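 also: 0% = vehicle and 100% = reference agonist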
G6PDH counter – inhibits Leuconostoc G6PDH, flagging false hits in G6PDH-based assays. Purified L. mesenteroides G6PDH, diaphorase/resazurin coupled fluorescence, 45 min. inhibition, % at 5 µM. 200,000 compounds, 0.12% hits; in the data active = inhibition above about 50%
ROMK primary – modulates human ROMK potassium channel activity | P48048 | Tet-inducible ROMK, thallium flux fluorescence; actives lie on both sides | B-score at 10 µM | 130,000 compounds, 2% hits | AID 1918;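 active = signal ratio slope over the read window, or its plate-corrected B-score, at least 3 SD from the plate mean, either direction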;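 also: B-score of the F/F0 ratio slope over 7 to 12 s after thallium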
Target sequence (P48048 whole entry, looked up): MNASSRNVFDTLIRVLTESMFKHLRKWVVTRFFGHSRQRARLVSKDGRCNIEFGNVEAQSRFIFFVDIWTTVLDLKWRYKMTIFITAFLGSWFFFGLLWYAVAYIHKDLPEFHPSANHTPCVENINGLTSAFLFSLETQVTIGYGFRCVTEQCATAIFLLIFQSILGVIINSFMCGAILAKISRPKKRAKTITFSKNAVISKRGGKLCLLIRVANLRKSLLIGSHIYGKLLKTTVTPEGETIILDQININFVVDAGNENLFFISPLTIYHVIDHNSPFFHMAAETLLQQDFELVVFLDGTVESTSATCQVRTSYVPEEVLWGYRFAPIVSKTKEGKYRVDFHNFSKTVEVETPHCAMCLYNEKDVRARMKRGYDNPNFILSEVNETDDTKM
Diaph inh CS – inhibits diaphorase or chemically oxidizes, flagging diaphorase assay artifacts; 190,000 compounds, 0.69% hits; diaphorase resazurin-to-resorufin fluorescence, NADH, 16 min; bacterial (C. kluyveri) enzyme, not human; inhibition, % at 20 µM; AID 1217;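 active = primary screen inhibition at 20 µM above a set limit, cut at about 50% in these data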;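 also: plate controls were DMSO with full reaction for no effect and wells lacking NADH for full effect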
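Assay system: diaphorase enzyme from Clostridium kluyveri; Input: enzyme working solution with 0.14 U/mL diaphorase; Timing: 16 min at room temperature; Technique: resorufin fluorescence, excitation 544 nm, emission 590 nm; Benchmarks: positive control minus NADH, DMSO neutral control.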
PMI act hi M6P – PMI (human) activation, high substrate; P34949; AID 1216; activation factor at 20 µM; coupled PMI enzyme assay, resazurin fluorescence, 20 min; stronger effect = higher value; 1 = untreated enzyme, 0 = substrate-free blank; 190,000 compounds, 0.34% hits;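 active = activation factor of 2 or more at 20 µM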
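Technique: Diaphorase-driven resazurin-to-resorufin fluorescence, excitation 544, emission 590 nm | Assay system: Human PMI in coupled enzyme assay | Times: Enzyme reaction with compound 20 min at room temperature | Medium: HEPES-buffered pH 7.4 with magnesium and detergent | Reagent: Mannose-6-phosphate 1.0 mM (near-saturating) plus 0.22 mM NADP+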
TR-FRET SRC-2 ct – TR-FRET artefact, counter-screen to PPARgamma/SRC-2 agonist assay; 200,000 compounds, 0.4% hits; stronger effect = higher value; TR-FRET ratio at 8 µM; in the data active = TR-FRET ratio above about 2000; also: inactives centre near 1500
S1P3 antag – blocks the human S1P3 receptor; AID 485; 170,000 compounds, 0.27% hits; CHO S1P3 NFAT-BLA reporter, FRET fluorescence, antagonist mode; inhibition, % at 4.98 µM;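 active = inhibition above the plate cutoff, the mean inhibition of test wells on that plate plus 3 SD, cut at about 28% in these data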;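 also: cells challenged with S1P at its EC80 of 0.8 µM; blue over green emission ratio from cleaved BLA substrate after 4 h stimulation; 0% = S1P-stimulated wells and 100% = unstimulated DMSO-only wells; some compounds past the cut are filed as inactive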
The depositor's hits bear a star; nt = not tested or not shown.

Sequence of screens – PPARg SRC-3 ag	PMI act	S1P3 antag	PMI act hi M6P	TR-FRET SRC-2 ct	PPARg SRC-1 ag	ROMK primary	Diaph act CS	G6PDH counter	PPARg SRC-2 ag	Diaph inh CS
> Cc1ccc(S(=O)(=O)N/N=C/c2ccc(OC3CSC3)cc2)cc1
  11	0.8	nt	0.8	1698	1	nt	0.7	8	10	29
> COCCNC(=S)Nc1cc(OC)c(NC(=O)c2ccco2)cc1OC
  4	0.9	-4	0.7	1624	9	nt	0.8	8	5	18
> COc1ccc(S(=O)(=O)N2CCN(Cc3ccc4c(c3)OCO4)CC2)c2ccccc12
  -6	0.8	4	0.8	1381	-4	nt	0.8	9	2	24
> Cn1c(C(=O)NCc2ccccn2)cc2c(=O)n(C)c3ccccc3c21
  -10	1	-31	1.1	1489	1	nt	1	-4	-3	1
> O=S(=O)(Nc1cccc2nsnc12)c1ccccc1
  9	0.9	nt	0.9	1525	-1	nt	0.8	3	-2	15
> COc1ccc2c(-c3cc4ccc(OCc5ccc(F)cc5)cc4oc3=O)cc(=O)oc2c1
  0	1.1	10	1	1657	0	nt	1.2	3	12	-16
> CN(Cc1ccccc1)S(=O)(=O)c1ccc(NC(=S)NC(=O)C(C)(C)C)cc1
  7	0.8	-6	0.9	1529	4	1.2	0.9	7	19	6
> Cc1ccc(-n2cc(-c3ccccc3)c3c(=O)[nH]cnc32)cc1
  2	1	9	0.9	1589	6	0.76	0.9	-2	13	13
> Oc1c(C=Nc2ccccc2)sc(=S)n1Cc1ccccc1
  -5	1	-6	1	1601	0	-1	0.9	4	-6	8
> CCCCCCCn1ccc(=N)cc1
  12	0.8	nt	0.8	1373	-4	nt	0.9	-4	1	14
> CCC(C)(C)n1nnnc1C(c1cc2cccc(C)c2[nH]c1=O)N1CCN(C(=O)c2ccco2)CC1 (stereo not given)
  -7	1	-7	1	1602	4	1.5	0.8	15	-2	21
> CCc1c(C)nc(/N=C(/NC(=O)c2ccccc2)Nc2ccccc2OC)[nH]c1=O
  -9	nt	9	nt	1473	-1	-0.67	nt	nt	5	nt
> CCOc1ccc(S(=O)(=O)N(C(=O)c2ccco2)c2cc3sc(=O)oc3c3ccccc23)cc1
  4	1.2	-5	1.2	1563	5	0.77	0.7	-13	-1	33
> COC(=O)c1nnn(-c2nc(N(C)C)nc(N(C)C)n2)c1C
  -3	0.9	-6	0.8	1435	-1	1.1	0.8	-3	-1	15
> CC(C)N1CCNCC1
  4	1	-17	1	1635	1	-0.73	1	-2	-5	3
> O=C(c1ccc(C(F)(F)F)cc1)C1CCCN(C(=O)c2cnccn2)C1 (stereo not given)
  -3	0.9	7	1	1531	2	nt	0.9	10	3	12
> O=C(Cc1ccccc1)NCc1ccc(F)cc1
  5	1	-11	1.1	1603	0	nt	1.1	-5	5	-5
> Cc1cc(OCC(=O)N(C(C)C)C(C)C)cc(C)c1Br
  2	0.9	-2	1	1637	-1	-1.1	0.9	7	2	12
> CCC12C(=O)C(CC)(C(c3ccccc3)=C1c1ccccc1)[C@@H]1C(=O)N(c3ccccc3)C(=O)C12 (stereo not given in full)
  1	0.8	0	0.9	1460	2	nt	0.8	1	13	18
> Cc1ccc(C(NC(=O)N2CCCCC2)=C(Cl)Cl)cc1F
  -5	1.1	-13	1	1337	0	nt	0.6	-7	-5	39
> CCCC/C(C)=N/NC(=O)Nc1ccccc1
  8	1.1	nt	1.1	1575	11	nt	0.9	5	10	5
> C=CCc1cccc2cc(NC(C)=O)c(=O)oc12
  6	1	3	1	1552	-4	0.21	0.8	3	10	18
> COc1ccc(C(=O)N2CCc3cc(OC)c(OC)cc3C2c2cccc([N+](=O)[O-])c2)cc1 (stereo not given)
  14	0.9	nt	1	1655	5	-0.76	0.9	-10	8	9
> COc1ccccc1/C=C/C=C1\Oc2c(ccc(O)c2CN2CCN(CCO)CC2)C1=O
  3	1.1	-3	0.9	1481	-6	nt	0.9	0	-1	9
> O=C(C[n+]1ccccc1)Nc1ccccc1C(=O)O
  -1	1.2	-9	1.2	1340	3	nt	1	7	3	2
> CC12CCC(C(=O)N3CCN(c4ncccn4)CC3)(c3nc4ccccc4nc31)C2(C)C (stereo not given)
  -6	0.9	-4	1	1311	1	-0.79	0.8	-2	-3	16
> C=CCSC1=N/C(=C/c2ccsc2)C(=O)N1c1ccccc1
  4	0.8	6	0.9	1543	2	1.1	0.8	7	4	18
> c1ccc(CNc2ncnc3scc(-c4cccs4)c23)nc1
  -2	nt	4	nt	1532	4	-1.9	nt	20	-5	nt
> O=S1(=O)CCN2C(=N1)SC1=C2CCN(Cc2ccccc2)C1
  13	1	-42	1	1499	3	nt	0.9	-11	-5	8
> COc1cc(CCNC(=O)c2cnn3ccccc23)cc(OC)c1OC
  4	0.9	nt	0.9	1585	-3	nt	0.8	-5	-1	24

(cont.)
Sequence of screens – PPARg SRC-3 ag	PMI act	S1P3 antag	PMI act hi M6P	TR-FRET SRC-2 ct	PPARg SRC-1 ag	ROMK primary	Diaph act CS	G6PDH counter	PPARg SRC-2 ag	Diaph inh CS
> CSc1ccc(CN2CCN(Cc3ccc([N+](=O)[O-])cc3)CC2)cc1
  -1	1	11	1	1415	0	-3.9*	0.9	2	-2	13
> COc1ccc(NC(=O)CO/N=C2\CCCc3nonc32)cc1
  -2	0.9	-2	0.9	1667	1	-0.021	0.8	21	-6	16
> O=C(CSCc1ccccc1)Nc1ccc(Cl)cn1
  -1	0.8	nt	0.9	1483	0	nt	0.8	6	2	16
> O=C1NCCNC(=O)c2ccccc2OCCOc2ccccc21
  4	1	-12	0.9	1581	7	-0.028	0.9	1	5	8
> Brc1ccccc1OCCCn1cnc2ccccc21
  1	1	nt	1	1482	-3	-1.8	0.9	-1	-10	13
> O=C(c1ccccc1)c1coc2ccc(O)c(Cl)c12
  1	1	-36	1.1	1445	2	0.56	1	12	5	-3
> CCOc1cccc(OCCn2cnc3ccccc3c2=O)c1
  0	1	11	1	1694	3	0.52	0.9	7	4	6
> CC(C)(C)n1nnnc1C(c1ccccc1F)N(Cc1ccco1)CC1CCCO1 (stereo not given)
  5	0.9	-17	0.9	1542	3	-1.7	0.8	7	4	22
> CC(CC(=O)N1CCN(c2ccccc2F)CC1)c1ccccc1 (stereo not given)
  -1	1	-8	1	1483	-6	0.28	1	16	-11	-1
> CC1=C2C3OC(=O)C(C)[C@@H]3CC[C@](C)(O)C2C2C3C4C5(C12)[C@H]1OC(=O)[C@@H](C)C1CC[C@]4(C)O[C@]5(C)[C@@H]3O (stereo not given in full)
  4	1	-3	0.9	1393	3	0.91	0.9	4	1	11
> CC(=O)Nc1ccc(S(=O)(=O)NCc2ccc(C(=O)NCCN3CCCCCC3)cc2)cc1
  -3	1	4	0.9	1450	4	nt	1.1	2	-2	-8
> CN(C)c1ccc(C=Nc2ccccc2)cc1
  7	1.1	nt	1.1	1715	1	nt	1.1	6	9	-7
> CCN(CC)S(=O)(=O)c1ccc(F)c(C(=O)NCCCN2CCOCC2)c1
  -1	1	-16	1.1	1529	-3	nt	1	5	-5	-2
> C=CCN(C(=O)CNC(=O)c1ccco1)C(C(=O)NC1CCCCC1)c1ccc(OC)cc1OC (stereo not given)
  7	1	-5	0.9	1399	0	1.4	0.8	-2	2	24
> O=C(c1ccc(Cn2c(=O)[nH]c3ccsc3c2=O)cc1)N1CCN(c2ccccc2)CC1
  0	1	6	1	1500	6	-0.79	1	-2	0	3
> CCC(Sc1nc2ccccc2c2nc3ccccc3n12)C(=O)NCc1ccco1 (stereo not given)
  -6	0.9	nt	0.9	1491	-2	0.27	0.9	2	6	14
> C=CCn1c(SCC(=O)Nc2ccc3c(c2)CCC3)nc2ccccc2c1=O
  7	1	-11	1	1660	3	-0.46	0.8	2	4	15
> COC(=O)CSc1nc2ccccc2n1CC(=O)N(C(C)C)C(C)C
  2	1.1	-2	1	1810	-3	0.57	0.9	4	-5	5
> CCNC(=O)CC1C(=O)N(c2ccc(C)cc2)C(=O)N1CCc1sccc1C (stereo not given)
  1	1	-17	0.9	1605	2	0.22	0.9	9	3	6
> N#CC(C(=O)Nc1ccccc1)=C1Nc2ccccc2N1
  8	0.9	nt	0.9	1612	10	nt	0.9	11	7	12
> O=C(CCc1ccccc1)Nc1ccc(S(=O)(=O)N2CCCC2)cc1
  -6	1	-26	1	1471	-6	0.058	1	12	-8	1
> O=S(=O)(CC(CN1CCCC1)N1CCCC1)c1ccc2ccccc2c1 (stereo not given)
  20	0.9	-6	0.9	1498	10	nt	0.9	12	0	10
> CCOC(=O)c1c(NC(C)=O)sc2c1CCCNC2=O
  -1	0.9	-10	1	1499	7	nt	0.9	4	-2	6
> O=C(NC(=O)c1ccncc1)NC(c1ccccc1)c1ccccc1
  -4	0.9	nt	0.9	1561	5	nt	0.9	-1	-1	13
> Nc1ccc(N(c2ccccc2)c2ccc(N)cc2)cc1
  10	0.8	nt	0.7	1613	8	nt	0.9	0	13	9
> CC(=O)c1ccc(NC(=O)CSc2nc(C)cc(C)c2C(N)=O)cc1
  -3	1	9	1.1	1611	9	0.17	1	11	-2	4

5 of the compounds above, tab-delimited:
molecule	PPARg SRC-3 ag	PMI act	S1P3 antag	PMI act hi M6P	TR-FRET SRC-2 ct	PPARg SRC-1 ag	ROMK primary	Diaph act CS	G6PDH counter	PPARg SRC-2 ag	Diaph inh CS
CC(=O)Nc1ccc(S(=O)(=O)NCc2ccc(C(=O)NCCN3CCCCCC3)cc2)cc1	-3	1	4	0.9	1450	4	nt	1.1	2	-2	-8
CN(C)c1ccc(C=Nc2ccccc2)cc1	7	1.1	nt	1.1	1715	1	nt	1.1	6	9	-7
CCN(CC)S(=O)(=O)c1ccc(F)c(C(=O)NCCCN2CCOCC2)c1	-1	1	-16	1.1	1529	-3	nt	1	5	-5	-2
C=CCN(C(=O)CNC(=O)c1ccco1)C(C(=O)NC1CCCCC1)c1ccc(OC)cc1OC (stereo not given)	7	1	-5	0.9	1399	0	1.4	0.8	-2	2	24
O=C(c1ccc(Cn2c(=O)[nH]c3ccsc3c2=O)cc1)N1CCN(c2ccccc2)CC1	0	1	6	1	1500	6	-0.79	1	-2	0	3

Outcome played no part in choosing rows, and some 3.3% of all compounds hit somewhere here.
